# Screens deposited in PubChem by Sanford-Burnham Center for Chemical Genomics.
# TIM10 inh = growth inhibitors of TIM10 yeast strain; S. cerevisiae TIM10 strain growth, BacTiter-Glo luminescence, 24 h; inhibition, % at 10 µM; 330,000 tested, 1.4% active; AID 463195;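 active = inhibition of 40% or more at the single tested concentration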;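 note: wild-type TIM10 isogenic control strain grown at permissive 25 °C; 0% = DMSO yeast wells and 100% = minimal medium wells without yeast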
# tim10-1 inh = tim10-1 yeast growth inhibition; inhibition, % at 20 µM; AID 463190; 330,000 tested, 2.2% active; S. cerevisiae tim10-1 ts strain growth, BacTiter-Glo, 24 h;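 active = inhibition of at least 40%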;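 note: mutant grown at 25 °C; 0% = DMSO wells with yeast and 100% = wells holding no yeast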
# APOBEC3G inh = APOBEC3G (human) deaminase inhibition; 330,000 tested, 0.28% active; inhibition, % at 20 µM; recombinant A3G, ssDNA deamination FAM/TAMRA fluorescence; Q9HC16;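 active = inhibition of at least 40% at 20 µM, with no more than 30% in the related APOBEC3A deaminase screen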;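 note: plate controls were DMSO wells with A3G for no effect and wells lacking A3G enzyme for full effect; some compounds called inactive have numbers as strong as hits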
# Target sequence (Q9HC16 whole entry, looked up): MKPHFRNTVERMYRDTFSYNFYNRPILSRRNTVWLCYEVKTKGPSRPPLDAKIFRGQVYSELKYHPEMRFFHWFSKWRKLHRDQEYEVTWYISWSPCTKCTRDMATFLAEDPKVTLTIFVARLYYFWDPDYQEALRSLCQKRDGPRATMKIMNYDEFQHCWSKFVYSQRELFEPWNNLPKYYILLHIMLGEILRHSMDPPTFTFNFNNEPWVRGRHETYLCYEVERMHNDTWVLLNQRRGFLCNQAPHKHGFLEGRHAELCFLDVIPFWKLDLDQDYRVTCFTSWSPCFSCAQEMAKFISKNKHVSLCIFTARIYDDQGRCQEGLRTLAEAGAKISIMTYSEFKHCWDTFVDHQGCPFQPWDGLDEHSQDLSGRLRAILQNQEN
# mIAP inh = mouse IAP inhibition; purified mouse IAP, CDP-Star luminescence, 30 min; inhibition, % at 10 µM; 330,000 tested, 0.2% active; AID 2806;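 active = inhibition of at least 40% at 10 µM in the primary screen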;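 note: plate controls were DMSO with enzyme for no effect and no enzyme wells for full effect; values of inactives mirror those of a sister screen read the other way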
# MIN6 prolif = inducers of beta-cell replication in MIN6 cells. proliferation, % at 10 µM. 330,000 tested, 0.29% active. MIN6 cells proliferation, ATPlite luminescence, 48 h; cells starved in 0.2% serum; 100% = growth in 10% serum;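 active = compounds whose signal lies at least 3.5 SD above the mean of all wells on their plate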;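 note: 0% = DMSO-treated cells in low-serum medium and 100% = 10% serum control; some compounds called inactive have numbers as strong as hits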
# NLRP3 yeast inh = inhibitors of NALP3 inflammasome in yeast | Yeast reconstituted NLRP3/ASC/caspase-1, beta-gal luminescence, 24 h | inhibition, % at 10 µM | 330,000 tested, 0.39% active | AID 2825;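 active = inhibition of 50% or more; inactive = inhibition below 50%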;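 note: plate controls were induced DMSO wells for no effect and uninduced yeast grown without galactose for full effect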
# hIAP block = blocks human intestinal alkaline phosphatase; 330,000 tested, 0.12% active; inhibition, % at 10 µM; P09923; purified IAP, CDP-Star luminescence, 30 min; AID 2544;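 active = inhibition reaching a set limit with compound at 10 µM in the primary screen, cut at about 35% in these data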;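 note: plate controls were DMSO wells with enzyme for no effect and no-enzyme buffer wells for full effect; values of inactives mirror those of a sister screen read the other way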
# A3A deaminase = inhibitors of human APOBEC3A DNA deaminase. AID 493011. inhibition, % at 20 µM. P31941. recombinant A3A, FAM/TAMRA ssDNA deamination fluorescence. 330,000 tested, 0.41% active;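 active = at least 40% inhibition at 20 µM here, with at most 30% in a related deaminase screen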;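 note: plate controls were A3A with DMSO for no effect and wells lacking A3A enzyme for full effect; some results filed as inactive read as strong as hits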
# Target sequence (P31941 whole entry, looked up): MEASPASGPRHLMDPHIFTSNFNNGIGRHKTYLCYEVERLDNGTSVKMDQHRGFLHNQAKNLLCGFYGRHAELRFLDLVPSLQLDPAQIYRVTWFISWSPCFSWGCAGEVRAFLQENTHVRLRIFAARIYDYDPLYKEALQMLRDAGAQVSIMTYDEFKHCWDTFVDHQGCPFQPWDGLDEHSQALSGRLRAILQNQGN
# mIAP act = mouse IAP activation; muIAP, CDP-Star luminescence, 30 min; stronger effect = higher value; 1 = vehicle-only enzyme signal, 0 = enzyme-free wells; AID 2805; activation factor at 10 µM; 330,000 tested, 0.24% active;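 active = activation factor of at least 2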; note: the source names both 10 and 20 µM as test concentration; values of inactives mirror those of a sister screen read the other way
#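 also added = chemiluminescent substrate CDP-Star | test system = mouse IAP enzyme | signal = chemiluminescence readout | compound = DMSO-dissolved test compounds | incubation = 30 min at room temperature | benchmarks = DMSO wells, no-enzyme wells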
# Starred values were filed as active, the others as inactive; / = no result given. Random draw from the library. About 4.6% of those tested had a hit in this group.
SMILES,TIM10 inh,tim10-1 inh,APOBEC3G inh,mIAP inh,MIN6 prolif,NLRP3 yeast inh,hIAP block,A3A deaminase,mIAP act
Cc1c(NC(=O)c2cc(-c3ccccc3O)on2)c(=O)n(-c2ccccc2)n1C,-17,-12,-2,7,-1,2,-5,2,0.93
CC(=O)c1ccc(OCCCC(=O)Nc2cccc(S(=O)(=O)N3CCOCC3)c2)cc1,8,8,-8,-3,-5,-6,9,-4,1
COc1cc(C(=O)OCC(=O)N(CC(C)C)C2CCS(=O)(=O)C2)ccc1OCC(C)C (stereo not drawn),2,5,-8,-2,1,0,2,-1,1
COc1ccc(CCNc2cn[nH]c(=O)c2Cl)cc1OC,-10,1,-6,3,2,-24,-13,-1,0.97
CC#CCNCc1ccccc1,20,0,-3,2,-4,7,-12,0,0.98
CN(C)c1ccc(/C=N/NC(=O)c2ccccn2)cc1,-1,1,-6,-3,-3,29,8,0,1
Clc1cc(NCc2cccs2)ccc1N1CCOCC1,9,17,1,6,-4,34,1,11,0.94
O=C(CC1NC(=O)NC1=O)Nc1ccccc1 (stereo not drawn),-1,3,-4,-10,1,3,-3,2,1.1
O=C1CN(C(=O)CCN2CCOCC2)C(c2ccccc2)c2cc(Br)ccc2N1 (stereo not drawn),5,-6,-5,4,-2,5,2,-5,0.96
NS(=O)(=O)c1cc([N+](=O)[O-])ccc1NCc1cccnc1,-4,6,-4,8,-5,24,8,-1,0.92
O=C(Cc1noc2ccccc12)Nc1ccc(Cl)cc1,-12,8,-8,-7,0,14,-23,-1,1.1
O=C(Nc1ncn[nH]1)c1cccc(S(=O)(=O)N2CCOCC2)c1,-9,-16,1,4,-4,6,-62,0,0.96
O=C(CN1CCN(C/C=C/c2ccccc2)CC1)NCc1ccc(Cl)cc1,-10,-31,-5,0,-2,12,-7,1,1
CCCS/C(N)=N/N=C/c1ccccc1O,15,19,-2,2,2,25,-11,1,0.98
CCOC(=O)N1CCN(c2ccc([N+](=O)[O-])cc2F)CC1C (stereo not drawn),4,10,-5,6,0,34,7,-2,0.94
CCOC(=O)c1c(S(=O)(=O)NCC(=O)Nc2ccc(OC)cc2)c(C)n(C)c1C,-3,7,-3,-3,13*,2,13,0,1
CCN=C(NCC)SC1CC(=O)N(c2cccc(OC)c2)C1=O (stereo not drawn),20,25,-8,-6,0,12,5,-5,1.1
CCOC(=O)CSc1nc(-c2ccccc2)ns1,16,22,22,3,-1,9,-18,3,0.97
CC1CC(C)CN(C(=O)C2CCN(C(=O)Nc3ccccc3)CC2)C1 (stereo not drawn),-5,-3,4,-10,0,12,5,4,1.1
c1ccc(-c2cccc(-c3ccccc3)n2)cc1,13,8,-7,4,-3,19,13,1,0.96
N#Cc1cnn2c(C(F)(F)F)cc(-c3ccccc3)nc12,1,14,21,-3,1,25,-11,3,1
Cc1cc(C)c(S(=O)(=O)N2CCC(C(=O)NCc3ccncc3)CC2)c(C)c1,17,0,-5,2,4,12,-16,-5,0.97
COc1cc2c(cc1OC)C1=C(C#N)CN(CC(=O)O)CN1CC2,4,8,-6,-2,3,1,20,-4,1
Cn1c(O)c(N=Nc2ccccc2[N+](=O)[O-])c2ccccc21,5,15,-4,14,-2,8,2,-3,0.86
Cc1oc2ccc(Br)cc2c(=O)c1-c1nn[nH]n1,-5,9,-6,-12,2,-7,-6,-1,1.1
SMILES,TIM10 inh,tim10-1 inh,APOBEC3G inh,mIAP inh,MIN6 prolif,NLRP3 yeast inh,hIAP block,A3A deaminase,mIAP act
COc1ccc(C2C3=C(CC(C)(C)CC3=O)Nc3nc(C)nn32)cc1OC (stereo not drawn),-6,-20,-8,-2,-4,25,8,-4,1
CCOC(=O)c1c(CC(C)C)csc1NC(=O)COC(=O)C1=NNC(=O)CC1,-8,-16,-6,6,4,-1,6,-1,0.94
Cc1ccc(-n2c(-c3ccccc3)c[nH]c2=S)cc1,-20,-6,-5,2,-5,56*,-21,-1,0.97
OC(COc1ccc(Cl)cc1)CN1CCN(c2ccccc2)CC1 (stereo not drawn),-13,-21,5,-6,0,27,-6,4,1.1
COc1ccccc1CN1CCCC(CN(CCN(C)C)C(=O)c2ccc(C)cc2)C1 (stereo not drawn),-2,3,-5,2,-4,23,8,-1,0.98
Cc1cc(C)cc(C(=O)NCC(=O)OCC(=O)NCc2ccco2)c1,7,-6,-5,8,-2,-8,-3,1,0.92
O=C(COC(=O)C1CCN(S(=O)(=O)c2cccs2)CC1)c1ccccc1,-13,-2,-5,-10,-4,8,-7,-6,1.1
O=C(COc1ccc(Br)cc1CO)Nc1ccc(F)cc1,-5,11,-4,-3,0,17,-27,-10,1
Cc1cccn2c(=O)c3cc(S(=O)(=O)c4ccccc4)c(=N)n(CC4CCCO4)c3nc12 (stereo not drawn),14,23,-3,12,1,6,11,1,0.88
COc1cc2c(cc1OC)[C@@H]1Cc3ccc(OC)c(OC)c3CN1CC2,-6,16,-2,3,2,17,5,1,0.97
COc1cc2c(cc1NC(=O)CSc1nc3cc(Cl)ccc3s1)oc1ccccc12,11,18,1,7,-3,11,3,0,0.93
Cc1cccc(Oc2ccc(C(=O)NC3CCSC3=O)cn2)c1C (stereo not drawn),3,7,-1,4,0,9,-11,1,0.96
CC(=O)N1CCc2cc(S(=O)(=O)N3c4ccccc4CC3C)ccc21 (stereo not drawn),0,5,-2,0,-3,17,1,-3,1
CN(C)CCCn1c(SCC(=O)N2CC(=O)Nc3ccccc32)nc2ccccc2c1=O,-27,1,-12,6,-1,5,-4,4,0.94
COc1ccc(CCNC(=O)C2CCN(c3nn4c(=O)cc(C)nc4s3)CC2)cc1OC,-2,1,-6,11,1,12,3,-4,0.89
CCOC(=O)c1c(O)c(O)c(C(=O)OCC)n1-c1ccccc1,9,34,6,-13,0,2,-81,-1,1.1
CS(=O)(=O)c1cccc(C(=O)Nc2ccc3c(c2)OCCCO3)c1,15,-9,-11,4,-2,13,-5,-5,0.96
CC(C)C(NC(=O)c1ccccc1NC(=O)c1ccccc1)C(=O)NCCCn1ccnc1 (stereo not drawn),-5,2,-10,3,0,8,-6,2,0.97
CCOCCCNC(=O)C1(O)c2ccccc2NC(=O)N1c1ccc(Cl)c(Cl)c1 (stereo not drawn),-18,2,-5,-1,-1,-1,5,-3,1
COc1ccc(-n2c(C)nc(=O)c(-c3ccccc3)c2C)cc1,-3,9,0,12,4,7,18,1,0.88
CSc1nc2ccc(S(=O)(=O)N3CCOCC3)cc2s1,3,1,2,-4,-1,48,5,1,1
CCN1CCN(Cc2ccc(NC(=O)c3ccc(C)c(NC(=O)c4cccc(-c5cn[nH]c(=O)c5)c4)c3)cc2C(F)(F)F)CC1,13,1,-7,-5,-8,13,-1,-3,1
O=C(c1ccc2oc(CCc3ccccc3)nc2c1)N1CCC(O)CC1,6,17,-1,2,-2,13,28,-3,0.98
COc1cc(CN2CCCCCC2)cc(OC)c1,-11,0,-6,4,0,11,6,-3,0.96
Nc1c(C(=O)N/N=C/c2ccccc2Cl)oc2nc(-c3ccccc3)cc(-c3ccco3)c12,1,2,0,26,-2,18,8,-1,0.74
SMILES,TIM10 inh,tim10-1 inh,APOBEC3G inh,mIAP inh,MIN6 prolif,NLRP3 yeast inh,hIAP block,A3A deaminase,mIAP act
Cc1ccc(-c2noc(-c3ccccc3C(=O)N3CCCC3)n2)cc1,27,26,-3,7,0,15,-10,-3,0.93
COc1ccc(C(=O)Nc2ccc3c(c2)CCCN3C(=O)c2cccs2)c(OC)c1,2,30,-5,-1,-2,7,-20,-4,1
Cc1ccc(OCC(=O)N/N=C/c2cccc3cccnc23)cc1,4,31,-2,0,-3,24,-20,0,1
CC(=O)N[C@@H](Cc1c[nH]c2ccccc12)C(=O)NC1CCCc2ccccc21 (stereo partly drawn),-12,17,2,-11,0,20,-14,-1,1.1
COCCC1CCCCN1C(=O)c1cccc(OC2CCN(S(C)(=O)=O)CC2)c1 (stereo not drawn),-4,4,-2,2,0,18,-21,-1,0.97
CC1(C)C=Cc2c(ccc3c2OC[C@H](c2ccc(O)cc2O)C3)O1,28,-53,-9,1,-7,14,13,-1,0.99
COC(=O)c1ccc(/C=N/N2CCN(Cc3ccccc3Cl)CC2)cc1,-21,3,-4,-6,-3,26,-18,-5,1.1
O=C(NN1C(=O)C2C3C=CC(C3)C2C1=O)c1ccncc1 (stereo not drawn),9,6,-6,-1,4,2,4,-4,1
COc1ccc(-c2cc(-c3ccc(C)cc3)nc(SCc3nnc(-c4ccccc4)o3)c2C#N)cc1OC,-17,0,-8,3,0,-6,10,-4,0.97
C[C@H](NC(=O)[C@@H]1CSC2c3ccccc3C(=O)N21)C(=O)NC1CCCCC1 (stereo partly drawn),10,6,-1,-4,-3,-4,-5,-3,1
CCCn1nnnc1NCc1cc(Br)ccc1OC,11,-8,-1,-10,-2,12,-20,3,1.1
N#C/C(=C/c1ccc(Cl)cc1)NC(=O)c1ccccc1,-20,-39,-4,2,-3,36,-19,-2,0.98
COC(=O)c1ccccc1N(C)S(=O)(=O)c1cc2c3c(c1)CCC(=O)N3CCC2,19,4,2,4,-2,17,0,-2,0.96
O=C(Nc1ccc(Br)cc1)C1CCCN1S(=O)(=O)c1cccs1 (stereo not drawn),1,33,-5,-8,0,9,-18,-6,1.1
COc1cc(/C=C2\SC(=S)N(NS(=O)(=O)c3ccccc3)C2=O)ccc1O,5,16,-9,34,-3,-9,33,-4,0.66
CCC(=O)N1CCc2cc(S(=O)(=O)N3CCCCCC3)ccc21,5,27,-6,1,4,18,-13,-6,0.99
CC[C@]12c3[nH]c4ccc(Cl)cc4c3CCN1C(=O)[C@@H](CC(=O)NCc1cccc(C(F)(F)F)c1)C[C@@H]2C(=O)N1CCN(C(=O)C2CC2)CC1,-23,5,3,-10,/,/,/,0,1.1
Cc1cccc(-c2nnn(C/C(N)=N/O)n2)c1,-14,5,-5,11,0,11,13,1,0.89
COC(=O)c1ccccc1NC(=O)CSc1nnc(C(C)NC(=O)c2ccc(Cl)cc2Cl)n1C (stereo not drawn),16,14,-12,4,3,-13,2,-4,0.96
COc1ccc(NC(=O)CN2CCN(C(=O)C3CCCO3)CC2)c(OC)c1 (stereo not drawn),7,11,6,3,-1,1,-16,-1,0.97
COc1ccc(NC(=O)COC(=O)Cn2cnc3ccccc3c2=O)c(OC)c1,1,-2,-8,-4,1,13,-4,0,1
CC(C)c1nc(SCC(=O)NC2CCCCC2)c2ccccc2n1,2,-1,-5,4,0,26,11,0,0.96
Cc1occc1C(=O)NNC(=S)NC(=O)COc1ccc(Cl)cc1Cl,1,11,11,15,-7,25,-11,1,0.85
CCC(C)(C)NCC(=O)Nc1ccc(OC(F)(F)F)cc1,6,8,-2,-7,0,21,10,-1,1.1
COc1ccc(/C=C/C(=O)Oc2ccc(/C=N\NC(=O)c3ccc(F)cc3)cc2)cc1,-5,16,-2,-15,0,-3,3,-1,1.2
CC(=O)Nc1ccc(C2C(=O)c3ccccc3C2=O)cc1,7,3,1,2,-3,8,-6,2,0.98

# An excerpt from above in order of the NLRP3 yeast inh value, low to high.
SMILES	NLRP3 yeast inh
CC(=O)Nc1ccc(C2C(=O)c3ccccc3C2=O)cc1	8
COCCC1CCCCN1C(=O)c1cccc(OC2CCN(S(C)(=O)=O)CC2)c1 (stereo not drawn)	18
CC(=O)N[C@@H](Cc1c[nH]c2ccccc12)C(=O)NC1CCCc2ccccc21 (stereo partly drawn)	20
